MCL1 BIM primary: disrupts human MCL1 binding to BIM-BH3 peptide | actives 0.68% (n = 320,000) | Q07820 | GST-MCL1 / FITC-Bim-BH3 fluorescence polarization | AID 2057 | inhibition, % at 10.9 µM;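 active = inhibition above the mean inhibition of all tested compounds plus 3 SD, set per campaign, cut at about 40% in these data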;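 also: 0% = DMSO wells and 100% = unlabeled Bim-BH3 peptide control; higher means more loss of mP so more displacement of Bim peptide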
Fam108B inh: blocks mouse Fam108B hydrolase in RBBP9 counter-screen; recombinant Fam108B, FP-Rh probe fluorescence polarization; inhibition, % at 9.51 µM; actives 0.33% (n = 300,000);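 active = inhibition above the screen mean inhibition plus 3 SD, computed separately per campaign, cut at about 18% in these data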;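 also: inhibitors lower polarization as less probe binds the enzyme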
PAFAH1B2 FP inh: inhibitors of human PAFAH1B2. recombinant PAFAH1B2, FP-rhodamine activity probe, fluorescence polarization. P68402. inhibition, % at 3.39 µM. AID 492953. actives 1.2% (n = 340,000);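 active = inhibition above the mean of all tested compounds plus 3 SD, cut at about 24% in these data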;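 also: 0% = enzyme with DMSO and 100% = wells lacking PAFAH1B2; many of its hits are not listed in these tables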
GLD-1 RNA inh: GLD-1-TGE RNA interaction inhibition (C. elegans); actives 0.44% (n = 320,000); purified GLD-1 + fluorescein TGE RNA, fluorescence polarization; inhibition, % at 5.96 µM;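 active = percent inhibition above a per-plate cutoff, the plate mean of test compounds plus 3 SD, cut at about 30% in these data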;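 also: 0% = DMSO wells with GLD-1 and probe and 100% = wells lacking GLD-1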
AHR activator: activates the human aryl hydrocarbon receptor; activation, % at 5 µM; P35869; actives 2.5% (n = 320,000); AHR-responsive luciferase reporter cells, luminescence; in the data active = activation above about 47%;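 also: 0% = vehicle wells and 100% = reference agonist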
Target sequence (P35869 whole entry, looked up): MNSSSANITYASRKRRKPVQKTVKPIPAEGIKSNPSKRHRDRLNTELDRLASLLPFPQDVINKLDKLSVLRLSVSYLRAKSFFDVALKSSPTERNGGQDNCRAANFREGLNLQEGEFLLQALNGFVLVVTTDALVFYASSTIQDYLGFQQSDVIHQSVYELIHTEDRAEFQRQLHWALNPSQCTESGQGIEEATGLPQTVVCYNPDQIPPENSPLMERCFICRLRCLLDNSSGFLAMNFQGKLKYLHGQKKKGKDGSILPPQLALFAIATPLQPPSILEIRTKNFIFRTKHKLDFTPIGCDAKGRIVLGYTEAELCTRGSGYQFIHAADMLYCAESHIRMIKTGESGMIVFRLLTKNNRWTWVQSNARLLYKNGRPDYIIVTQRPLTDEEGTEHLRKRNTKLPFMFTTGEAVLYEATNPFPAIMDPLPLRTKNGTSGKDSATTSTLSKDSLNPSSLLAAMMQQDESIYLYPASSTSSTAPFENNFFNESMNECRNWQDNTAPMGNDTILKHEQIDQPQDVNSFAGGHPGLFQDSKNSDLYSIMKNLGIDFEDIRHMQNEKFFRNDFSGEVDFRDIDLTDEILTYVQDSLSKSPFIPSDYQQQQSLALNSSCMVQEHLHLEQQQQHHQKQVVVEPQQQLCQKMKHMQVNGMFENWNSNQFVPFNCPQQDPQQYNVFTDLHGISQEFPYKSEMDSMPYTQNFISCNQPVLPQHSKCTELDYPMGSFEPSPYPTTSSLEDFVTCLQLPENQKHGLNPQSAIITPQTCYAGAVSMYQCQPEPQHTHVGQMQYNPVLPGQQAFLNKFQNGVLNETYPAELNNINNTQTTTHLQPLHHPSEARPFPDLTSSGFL
MEX-5 binding: C. elegans MEX-5 TCR-2 RNA binding activity; Q9XUB2; actives 0.38% (n = 300,000); MEX-5/FITC-TCR2 RNA binding, fluorescence polarization; stronger effect = lower value; activity score (negative = inhibition of binding), % at 10 µM; AID 1832;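 active = inhibition past about -25% in most replicates, and total fluorescence under double the plate's negative control median, limit read from the data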;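 also: 0% = DMSO and -100% = 5 µM competing unlabeled TCR2 RNA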
PME-1 inh: PME-1 (human) inhibition; actives 0.53% (n = 320,000); recombinant PME-1, FP-Rh probe fluorescence polarization; Q9Y570; inhibition, % at 5.9 µM;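 active = inhibition above the campaign mean of all compounds plus 3 SD, cut at about 26% in these data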;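 also: competitive labeling of PME-1 active site by serine hydrolase directed probe; 0% = PME-1 with DMSO and 100% = wells lacking PME-1 enzyme; inhibitors block probe labeling so polarization falls and inhibition rises; many of its hits are not listed in these tables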
pPAFAH inh: inhibitors of human plasma PAF acetylhydrolase (pPAFAH). Q13093. recombinant pPAFAH, FP-rhodamine probe fluorescence polarization. inhibition, % at 3.39 µM. actives 1.5% (n = 330,000). AID 463082;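 active = inhibition above the mean inhibition across the screen plus 3 SD, cut at about 25% in these data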;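 also: inhibitors block binding of the rhodamine activity-based probe so polarization drops; 0% = enzyme with DMSO and 100% = wells lacking pPAFAH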
BCLXL inh: inhibitors of human Bcl-xL | GST-Bcl-xL / FITC-Bim BH3 peptide fluorescence polarization | Q07817 | inhibition, % at 10.9 µM | AID 2129 | actives 0.7% (n = 320,000);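 active = inhibition above the mean of all tested compounds plus 3 SD, cutoff set per campaign, cut at about 30% in these data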;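 also: 0% = DMSO wells and 100% = unlabeled Bim-BH3 peptide competitor; inhibitors lower millipolarization by displacing the labeled peptide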
Target sequence (Q07817 whole entry, looked up): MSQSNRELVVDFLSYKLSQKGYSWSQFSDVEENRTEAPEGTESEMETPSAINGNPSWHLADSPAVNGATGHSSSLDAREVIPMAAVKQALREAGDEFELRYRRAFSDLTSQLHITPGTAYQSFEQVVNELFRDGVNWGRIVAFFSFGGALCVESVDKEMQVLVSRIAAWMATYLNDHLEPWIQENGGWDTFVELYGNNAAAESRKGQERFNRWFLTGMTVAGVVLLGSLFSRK
* = called active by the depositor; / = no result given.

entry | canonical_smiles | MCL1 BIM primary | BCLXL inh | PAFAH1B2 FP inh | PME-1 inh | Fam108B inh | AHR activator | pPAFAH inh | GLD-1 RNA inh | MEX-5 binding
1 | C/C(=N\NC(=O)CNC(=O)c1ccc(Br)cc1)c1ccco1 | 4 | 3 | -1 | 0 | -1 | 0 | 5 | 6 | 0.3
2 | Cc1cc(C)c(C(=O)COC(=O)CCNS(=O)(=O)c2c(Cl)cccc2Cl)cc1C | -3 | 3 | 6 | -3 | -7 | 2 | 1 | 1 | -0.7
3 | COC(=O)c1ccccc1NC(=O)Nc1cnccn1 | -1 | 2 | 0 | -6 | 1 | 5 | 2 | 3 | 1.0
4 | Cc1ccc(S(=O)(=O)N2CCN(C(=O)COC(=O)C3CCC3)CC2)cc1 | -3 | 2 | 5 | -2 | -3 | -2 | 0 | 2 | -2.5
5 | CC(C)(C)OC(=O)N1CCCC(C(=O)Nc2cccc(C(=O)N3CCCC3)c2)C1 (stereo unspecified) | / | / | 4 | / | / | 1 | 6 | 9 | /
6 | O=C(CCCc1ccccc1)NCCc1ccc(F)cc1 | 6 | 3 | 10 | 5 | 3 | -2 | 10 | 12 | 0.8
7 | CCCn1nc2cc(C(=O)NCc3ccc(OC)cc3)ccc2c1OCC | 3 | 1 | 1 | 2 | -3 | 0 | 2 | 2 | 0.1
8 | CCN1CCN(Cc2cccc(Oc3ccccc3)c2)CC1 | 5 | 7 | -1 | -6 | 2 | 0 | 3 | 7 | -0.6
9 | O=C(/C=C/c1cccc(F)c1)Nc1cc(S(=O)(=O)N2CCOCC2)ccc1Cl | / | / | -1 | / | / | 7 | -1 | 1 | /
10 | COc1ccc(C2Nc3ccccc3C(=O)N2c2ccc(C)cc2)cc1Cn1nnc2ccccc21 (stereo unspecified) | -6 | -6 | 3 | 11 | 0 | 4 | 4 | -1 | 0.0
11 | COC(=O)c1ccc(COC(=O)c2ccc(CS(=O)(=O)c3ccc(C)cc3)cc2)cc1 | -7 | 0 | 3 | 0 | -1 | 3 | 1 | 10 | 1.2
12 | CCOc1cc(/C=C2\CCCC(C(=O)C(F)(F)F)=C2O)ccc1O | -66 | -25 | 5 | -1 | 2 | 5 | 6 | -5 | -3.5
13 | Cc1ccc(OCCn2cc(C(=S)N3CCCC3)c3ccccc32)cc1C | 6 | 0 | 2 | 1 | 0 | 6 | -1 | -8 | 3.2
14 | C=CCn1c(O)c(N=NC(=S)Nc2ccccc2C)c2cc(S(=O)(=O)N3CCOCC3)ccc21 | 2 | 3 | 0 | 6 | 2 | -4 | 9 | -3 | -1.6
15 | CCc1ccc(NC(=O)Cn2nnc(C(=O)NCc3ccc(OC)cc3)c2N)cc1 | 2 | 3 | -3 | -6 | -1 | 2 | 0 | -1 | -0.4
16 | NCC12CC3CC(C1)CC(c1ccc(Cl)cc1)(C3)C2 | -4 | -5 | 6 | -4 | 0 | -1 | 4 | -2 | 2.5
17 | CCN(CC)S(=O)(=O)c1cccc(C(=O)N2CCCCC2)c1 | 6 | 4 | -2 | -5 | 2 | -1 | -6 | 4 | 3.4
18 | Cc1nn(CC(=O)Nc2ccccn2)c(=O)c2ccccc12 | 4 | 4 | 0 | -8 | -1 | 0 | -3 | -5 | -0.4
19 | Cn1c(=O)[nH]c2nc[nH]c2c1=O | 4 | 11 | -3 | -4 | 2 | 2 | -1 | 8 | 2.5
20 | O=C(COC(=O)c1ccccc1NC(=O)c1ccco1)NC1CC1 | -2 | 2 | -4 | 1 | -2 | 8 | 4 | -3 | -0.3
21 | O=c1cc(CO)oc(CN2CCC(Cc3ccccc3)CC2)c1O | -4 | 1 | 11 | 0 | -3 | 1 | 2 | 5 | -1.8
22 | CC(NC(=O)c1nn(C)c2c1CS(=O)(=O)c1ccccc1-2)c1ccccc1 (stereo unspecified) | -12 | 0 | 5 | 1 | 0 | 3 | 1 | -5 | 0.3
23 | COc1ccc(CC(=O)NCc2cn3ccsc3n2)cc1 | -6 | -1 | 6 | -7 | -5 | 1 | 1 | 3 | -0.5
24 | C[C@H](CO)N1C[C@H](C)[C@@H](CN(C)S(=O)(=O)c2ccc(F)cc2)Oc2ccc(NC(=O)NC3CCCCC3)cc2C1=O | / | / | 6 | / | / | 0 | 4 | 1 | /
25 | O=C(N/N=C/c1ccco1)c1cc(C2CC2)nc2ccccc12 | 14 | 6 | / | 1 | -1 | 7 | 0 | -6 | -2.6

Following part.
entry | canonical_smiles | MCL1 BIM primary | BCLXL inh | PAFAH1B2 FP inh | PME-1 inh | Fam108B inh | AHR activator | pPAFAH inh | GLD-1 RNA inh | MEX-5 binding
26 | Cc1cc(-c2onc(C)c2C(=O)Oc2ccc(Cl)cc2)no1 | 3 | 3 | 8 | 5 | 0 | 1 | -2 | 2 | 3.1
27 | O=C(Oc1cccc([N+](=O)[O-])c1)c1cc(-c2ccccc2)nc2ccccc12 | -4 | 3 | -5 | -13 | -21 | 1 | 1 | 7 | -0.2
28 | COc1ccc(OC)c(NC(=O)C2CCCC2)c1 | 2 | 5 | 0 | -6 | 1 | 3 | 2 | 2 | 1.4
29 | CC(C)S(=O)(=O)N1CCCC(C(=O)c2cccc(Cl)c2)C1 (stereo unspecified) | 2 | 1 | 8 | -7 | 2 | 2 | -1 | 8 | -0.2
30 | CCCSc1ncc(Cl)c(C(=O)Nc2ccc(S(=O)(=O)Nc3ncccn3)cc2)n1 | 1 | 8 | 2 | 4 | 5 | 0 | 3 | 0 | -1.2
31 | CC(C)(CO)NCC(O)COc1ccc2c(c1)CCC2 (stereo unspecified) | -1 | 4 | 0 | -2 | 3 | -1 | 0 | -2 | -0.2
32 | CCn1ncc(Br)c1C(=O)Nc1cc([N+](=O)[O-])ccc1C | 7 | 1 | -1 | -5 | 1 | 42 | 1 | 7 | -1.6
33 | Cc1noc(C)c1COc1ccc(C(=O)N2CCN(c3ccccc3F)CC2)cc1 | -4 | 6 | 1 | -2 | -3 | -2 | 10 | 5 | -2.3
34 | O=C1c2ccccc2C(=O)N1Cc1cc(-c2ccc(Cl)cc2)no1 | -2 | 1 | -1 | -3 | -2 | 1 | 1 | 2 | 1.7
35 | Cc1ccc(Sc2c(C=O)c3ccccc3n2C)cc1 | 5 | 6 | 3 | 0 | 6 | 4 | 3 | 0 | -0.4
36 | O=C(COC(=O)Cn1cnc2ccccc2c1=O)NCCC1=CCCCC1 | -9 | -2 | -3 | -4 | 2 | -3 | 22 | -4 | 1.6
37 | CN1CCc2c(sc(/N=C/c3cc(C(C)(C)C)ccc3O)c2C#N)C1 | 8 | 13 | 5 | 1 | 2 | 8 | 2 | -21 | -0.4
38 | Cc1cccc(N2C(=O)CC(N3CCC(c4nc5ccccc5[nH]4)CC3)C2=O)c1 (stereo unspecified) | 6 | 2 | 4 | 4 | 1 | 1 | -1 | 2 | 1.2
39 | O=C(COC(=O)c1ccccc1NCCO)Nc1cccc(S(=O)(=O)NC2=NCCCCC2)c1 | 5 | 8 | 0 | -1 | 5 | 4 | -1 | -2 | -0.4
40 | Nc1nnc(SCc2ccccc2F)s1 | 5 | 0 | 1 | 1 | 8 | -1 | -4 | -2 | -3.0
41 | O=C(c1ccc(Br)o1)N1CCN(C/C=C/c2ccccc2)CC1 | 5 | 3 | 4 | -6 | 1 | 2 | 0 | 10 | -1.4
42 | CC1=C(C)CC(C(=O)c2ccccc2)C(C(=O)O)C1 (stereo unspecified) | 0 | 3 | 2 | 2 | -1 | 1 | 3 | -1 | -0.6
43 | COc1ccccc1NC(=O)C(C/C=C(/C)Cl)C(C)=O (stereo unspecified) | 6 | 5 | 4 | 0 | 0 | 16 | 0 | 1 | -3.6
44 | Cc1ccc(C)c(SCC(=O)OCC(=O)NCc2ccccc2)c1 | -2 | 1 | -4 | 2 | -1 | 0 | 25* | -4 | -0.9
45 | Cc1sc2ncnc(N3CCC(C(=O)N(C)CC(=O)Nc4ccccc4Br)CC3)c2c1C | -3 | 5 | -5 | 3 | -5 | -5 | 1 | 3 | 0.1
46 | Cc1nccc(-c2cccc(NC(=O)Nc3ccc(Cl)cc3)c2)n1 | 0 | -2 | -2 | -51 | -10 | 9 | -5 | 1 | 0.3
47 | O=C(Nc1cc(Cl)ccc1-n1cncn1)c1ccc([N+](=O)[O-])o1 | 11 | 9 | -2 | 3 | 2 | 19 | 8 | 3 | -0.1
48 | C/C(=N/NS(=O)(=O)c1ccc(C)c(C)c1)c1ccncc1 | 6 | 6 | 3 | 0 | -1 | 0 | -3 | 0 | 0.8
49 | O=c1c(Cl)c2oc3ccccc3nc-2c2ccccc12 | 9 | 18 | 3 | 7 | 0 | 81* | 4 | 22 | -13
50 | COC(=O)c1ccccc1NC(=S)NC(=O)c1ccccc1 | 9 | -4 | -2 | 2 | 2 | 4 | 1 | 0 | -0.3

Following part
entry | canonical_smiles | MCL1 BIM primary | BCLXL inh | PAFAH1B2 FP inh | PME-1 inh | Fam108B inh | AHR activator | pPAFAH inh | GLD-1 RNA inh | MEX-5 binding
51 | O=C(COc1ccc(F)cc1Br)NCC1COc2ccccc2O1 (stereo unspecified) | / | / | 8 | / | / | 2 | 2 | 5 | /
52 | COc1cc([N+](=O)[O-])ccc1NC(=O)CSc1nccn1C | -3 | -2 | 4 | 7 | 2 | 18 | 2 | -7 | -1.4
53 | N/C(=N\OC(=O)COc1ccc2ccccc2c1)c1ccncc1 | 0 | 3 | 4 | 5 | -1 | 0 | 0 | 5 | -0.8
54 | CCOC(=O)CCNCC1COc2ccccc2O1 (stereo unspecified) | 8 | 7 | 1 | -7 | -2 | -3 | 4 | -3 | -1.0
55 | C=CC(=O)NC(C)(C)CCN1CCOCC1 | 2 | 4 | 3 | 6 | -1 | 1 | 5 | -3 | -0.5
56 | COc1cccc(/C=C/C(=O)c2ccc3c(c2)OCO3)c1OC | -2 | 2 | 2 | 0 | / | 15 | 8 | 7 | /
57 | Cc1cccc(CNC(=O)c2ccc3nc(Cc4ccccc4F)oc3c2)n1 | -5 | 1 | -3 | -5 | 0 | 3 | -2 | -3 | 3.3
58 | Cc1ccc(Cl)cc1N1CCN(CC(=O)Nc2ccc(CN3CCCCC3)cc2)CC1 | 2 | 0 | 7 | -1 | 5 | -2 | -2 | 1 | 1.0
59 | O=C1N=C(N2CCN(c3cccc4ccccc34)CC2)S/C1=C/c1cccs1 | 2 | -1 | -4 | -8 | -2 | 13 | -2 | 5 | 2.0
60 | CCn1cc(S(=O)(=O)CC(=O)Nc2ccc(C)cc2)c2ccccc21 | 5 | 4 | -3 | 1 | 1 | 7 | -4 | -6 | 2.7
61 | COc1ccccc1CC1(C)NC(=O)N(CC(=O)N2CCc3ccccc3C2)C1=O (stereo unspecified) | -8 | -3 | 0 | 2 | -4 | 1 | 2 | -4 | -2.1
62 | CCN(CC)S(=O)(=O)c1ccc2c(c1)nc(SC(C)C(=O)NCC1CCCO1)n2CC (stereo unspecified) | -4 | -9 | 8 | 1 | 3 | -1 | 1 | -25 | -0.7
63 | O=C(NC1CCCC1)C(c1cccnc1)N(Cc1ccccc1)C(=O)c1csnn1 (stereo unspecified) | 4 | 1 | 4 | 1 | -3 | -2 | 3 | 0 | -0.2
64 | Cc1c(NC(=O)COC(=O)c2ncc(Cl)c(Cl)c2Cl)c(=O)n(-c2ccccc2)n1C | 7 | 7 | 1 | 0 | 3 | 3 | 15 | 0 | 1.7
65 | C=CCNC(=O)c1ccc(CN(c2ccc(OCC)cc2)S(=O)(=O)c2ccc(C)cc2)cc1 | 12 | 3 | -1 | -10 | -6 | 4 | 4 | 0 | -0.4

Screens as filed in PubChem.

A portion of the library; count on the stated rates, not on these rows.
